High-throughput results (PubChem)
APE1 inh = blocks human APE1 abasic DNA cleavage; P27695; recombinant APE1, TAMRA/BHQ-2 abasic DNA cleavage fluorescence; Potency, µM (doses to about 65.8 µM), without a hit: at the top dose activity change, negative = inhibition, actives largely listed as inhibitors; 350,000 compounds, 0.35% hits;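 further: potency means the concentration at half of the fitted maximal effect; plate controls were vehicle for no effect and reference inhibitor for full effect; nearly all actives have a fitted effect of over 55% in size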
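Measures dequenching upon AP-site incision of a 5'-TAMRA/3'-BHQ-2 THF-containing duplex, 50 nM; human APE1 0.75 nM after 15 min room-temperature exposure to compound; kinetic three-point read at one-minute spacing.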
BLM helicase inh = Bloom syndrome helicase (human) inhibition; P54132; recombinant BLM DNA unwinding, fluorescence dequenching; Potency, µM (titrated, usually from 56.1 µM), for inactives: at the highest dose activity change, negative = inhibition, usual class: inhibitors; 350,000 compounds, 0.2% hits;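 further: potency means the concentration at half of the fitted maximal effect; plate controls were vehicle for no effect and no enzyme for full effect; nearly all actives have a fitted effect of over 35% in size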
RXFP1 antagonist = RXFP1 (human) relaxin receptor antagonism; Q9HBX9; HEK293-RXFP1, relaxin-stimulated cAMP HTRF, 30 min; hits give low values; activity change, negative = inhibition, % at 57.5 µM; 350,000 compounds, 0.59% hits;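 active means activity change of -60% or lower, but not beyond a set lower limit; inconclusive means change between -60% and -40%, or beyond the set limit; inactive means change above -40%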; further: on the % scale 0 is the no-effect control and ±100 the full control effect
Pol eta inh = blocks human DNA polymerase eta activity; Potency, µM (top dose mostly 114 µM), for the others: at the top dose activity change, negative = inhibition, most hits filed as inhibitors; 390,000 compounds, 1.2% hits; recombinant Pol eta, fluorescent DNA replication assay; further: potency means the concentration at half of the fitted maximal effect; on the % scale 0 is the no-effect control and ±100 the full control effect
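Pol eta at 10 nM preincubated with compounds 15 min at room temperature; reaction started with fluorescent substrate (50 nM final) and read kinetically at 0 and 10 min.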
PGK inhibitor = blocks T. brucei phosphoglycerate kinase; Potency, µM (highest dose often 57.5 µM), without a hit: at the top dose activity change, negative = inhibition, hits mostly inhibitors; 380,000 compounds, 0.043% hits; P07378; AID 602233; PGK/GAPDH coupled, Kinase-Glo luminescence, 60 min; further: potency means the concentration at half of the fitted maximal effect; on the % scale 0 is the no-effect control and ±100 the full control effect; nearly all actives have a fitted effect of over 60% in size
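Luminescent ATP detection (Kinase-Glo Plus) follows a 60-minute room-temperature incubation, with wells lacking PGK as controls. Buffer: 100 mM TEA (pH 7.6), 5 mM MgCl2, 0.01% Tween-20. Coupling enzyme GAPDH (100 nM final) supplies unstable 1,3-BPG in-well.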
Anesthetic bind = binds horse apoferritin like a general anesthetic; Potency, µM (series often up to 77.5 µM), inactives show at the top dose activity change, negative = displacement, hits mostly inhibitors; apoferritin/1-aminoanthracene competitive binding, fluorescence; P02791; 350,000 compounds, 0.074% hits; further: potency means the concentration at half of the fitted maximal effect; on the % scale 0 is the no-effect control and ±100 the full control effect; nearly all actives have a fitted effect of over 20% in size
Target sequence (P02791 2-175 limits assumed): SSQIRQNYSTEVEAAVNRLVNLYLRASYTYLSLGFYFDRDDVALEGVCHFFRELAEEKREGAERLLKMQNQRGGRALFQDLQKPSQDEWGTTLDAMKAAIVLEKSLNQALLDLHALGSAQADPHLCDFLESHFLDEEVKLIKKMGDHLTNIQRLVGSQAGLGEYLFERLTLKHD
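Concentration-response curves derived by four-parameter Hill fitting of normalized fluorescence, where compounds displaced 1-AMA from 10 uM horse apoferritin following a brief 10 min room-temperature incubation; propofol titration acted as positive control.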
POLI inh = blocks human DNA polymerase iota activity | Pol iota fluorescent replication assay, 10 min | Potency, µM (titrated, usually from 115 µM), inactives show top-dose activity, negative = inhibition, actives largely listed as inhibitors | AID 588590 | 390,000 compounds, 1% hits | Q9UNA4; further: potency means the concentration at half of the fitted maximal effect
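Fluorescent replication assay read twice, at 0 min and 10 min after adding 50 nM (final) substrate. Enzyme (10 nM) and compounds were first incubated 15 min at room temperature; enzyme-free buffer wells were negative controls.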
Pol kappa inh = DNA polymerase kappa (human) inhibition | Q9UBT6 | purified Pol kappa, fluorescent DNA synthesis assay, 10 min | Potency, µM (titrated, usually from 107 µM), for the others: at the top dose activity, negative = inhibition, usual class: inhibitors | 400,000 compounds, 0.53% hits; further: potency means the concentration at half of the fitted maximal effect; on the % scale 0 is the no-effect control and ±100 the full control effect
Target sequence (Q9UBT6 whole entry, looked up): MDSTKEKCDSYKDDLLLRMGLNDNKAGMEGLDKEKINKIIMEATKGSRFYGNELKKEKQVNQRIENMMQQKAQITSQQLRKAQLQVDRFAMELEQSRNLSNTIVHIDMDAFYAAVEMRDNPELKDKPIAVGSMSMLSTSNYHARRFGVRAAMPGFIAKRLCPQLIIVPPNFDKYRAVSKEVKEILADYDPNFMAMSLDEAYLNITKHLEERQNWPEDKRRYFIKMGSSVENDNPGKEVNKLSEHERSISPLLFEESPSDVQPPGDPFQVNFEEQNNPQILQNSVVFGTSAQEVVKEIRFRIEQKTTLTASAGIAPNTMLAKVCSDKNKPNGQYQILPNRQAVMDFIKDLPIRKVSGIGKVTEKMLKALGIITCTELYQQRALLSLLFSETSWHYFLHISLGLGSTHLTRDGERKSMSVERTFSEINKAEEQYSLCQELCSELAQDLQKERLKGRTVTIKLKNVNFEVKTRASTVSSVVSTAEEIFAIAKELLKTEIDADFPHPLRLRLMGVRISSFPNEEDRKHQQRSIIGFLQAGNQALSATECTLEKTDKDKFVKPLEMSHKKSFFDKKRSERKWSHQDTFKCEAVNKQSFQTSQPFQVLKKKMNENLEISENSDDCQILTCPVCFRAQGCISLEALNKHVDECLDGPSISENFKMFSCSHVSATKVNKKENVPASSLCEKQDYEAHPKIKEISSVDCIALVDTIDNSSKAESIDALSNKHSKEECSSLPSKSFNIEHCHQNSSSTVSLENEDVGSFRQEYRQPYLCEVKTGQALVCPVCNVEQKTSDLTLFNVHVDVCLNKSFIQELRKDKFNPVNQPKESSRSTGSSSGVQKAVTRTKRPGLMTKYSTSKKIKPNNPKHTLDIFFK
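Kinetic fluorescence readout at 0 and 10 min followed reaction start with substrate at 50 nM final. Beforehand, enzyme (10 nM Pol kappa) stood 15 min with compound at room temperature; buffer-only wells were negative controls.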
POLB inh = blocks human DNA polymerase beta activity; P06746; Pol beta primer extension/strand displacement, fluorescence kinetic; Potency, µM (doses to about 114 µM), without a hit: at the highest dose activity change, negative = inhibition, hits mostly inhibitors; 340,000 compounds, 1.3% hits; further: potency means the concentration at half of the fitted maximal effect; on the % scale 0 is the no-effect control and ±100 the full control effect
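Values derive from four-parameter Hill fits of normalized kinetic data: reads at 0 and 10 min following addition of 50 nM substrate to 10 nM Pol beta preincubated 15 min with compound.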
* = called active by the depositor; [ ] = dose if it differs, or a comment. Unless noted, the call rests on the fitted dose curve; in most records, active means well fitted curve in the direction sought with a large enough effect; inconclusive means small, poorly fitted or top-dose-only effect, or another doubt; inactive means no such curve, though single readings can be large; an effect the other way counts as inactive or inconclusive. Not all compounds are listed; count on the stated rates, not on these rows.

Results for COc1ccc(S(=O)(=O)c2nnn(-c3ccc(C(C)C)cc3)c2C)cc1 ?
BLM helicase inh: -9%; RXFP1 antagonist: -4; Pol eta inh: inconclusive; PGK inhibitor: -11%; Anesthetic bind: -11%; POLI inh: -4%; Pol kappa inh: -28%; POLB inh: inconclusive

What do the screens show for `COc1cc2cc(C(=O)N/N=C/c3cccc(OC)c3OC)[nH]c2cc1OC`?
APE1 inh: -17%; BLM helicase inh: -14%; RXFP1 antagonist: 11; Pol eta inh: -15%; PGK inhibitor: -9%; Anesthetic bind: 8%; POLI inh: -19%; Pol kappa inh: -3%; POLB inh: inconclusive

Results for CCS(=O)(=O)N1CCCC(C(=O)NCc2ccc3c(c2)OCO3)C1 (stereo not drawn) ?
APE1 inh: -7%; BLM helicase inh: -2%; RXFP1 antagonist: -6; Pol eta inh: -3%; PGK inhibitor: -1%; Anesthetic bind: -4%; POLI inh: -3%; Pol kappa inh: -9%; POLB inh: inconclusive

Results for CC(=O)C1=C(C)OC(N)=C(C#N)C1c1cccc([N+](=O)[O-])c1 (stereo not drawn) ?
APE1 inh: -2%; BLM helicase inh: 0%; RXFP1 antagonist: 10; Pol eta inh: 7%; PGK inhibitor: 9%; Anesthetic bind: -4%; POLI inh: 56%[activator]; Pol kappa inh: -30%; POLB inh: 0%

What do the screens show for `COc1ccc(CCN2CC(C(=O)NCc3cc(C)on3)CCC2=O)cc1` (stereo not drawn)?
APE1 inh: 33%; BLM helicase inh: -1%; RXFP1 antagonist: 10; Pol eta inh: -15%; PGK inhibitor: -6%; Anesthetic bind: -8%; POLI inh: -8%; Pol kappa inh: 12%; POLB inh: 0%

What do the screens show for `CC(C)=CCN1CCN(Cc2c[nH]c3ccccc23)CC1CCO` (stereo not drawn)?
APE1 inh: 15%; BLM helicase inh: -1%; RXFP1 antagonist: 11; Pol eta inh: -15%; PGK inhibitor: -2%; Anesthetic bind: -8%; POLI inh: 178%[activator]; Pol kappa inh: -1%; POLB inh: 1%

How did Cc1[nH]c2c(C)cccc2c1CCNS(=O)(=O)c1cccc([N+](=O)[O-])c1 do in these assays?
APE1 inh: -5%; BLM helicase inh: -5%; RXFP1 antagonist: 8; Pol eta inh: -22%; PGK inhibitor: 9%; Anesthetic bind: -1%; POLI inh: 10%; Pol kappa inh: -9%; POLB inh: 28%

What do the screens show for `NC(=O)c1ccccc1NC(=O)Nc1ccccc1Cl`?
APE1 inh: -6%; BLM helicase inh: -5%; RXFP1 antagonist: inconclusive; Pol eta inh: 3%; PGK inhibitor: -2%; Anesthetic bind: -3%; POLI inh: 41%[activator]; Pol kappa inh: -17%; POLB inh: 43%

How did CCCSc1nnc2c(n1)OC(c1ccc(Br)s1)Nc1ccccc1-2 (stereo not drawn) do in these assays?
BLM helicase inh: -3%; RXFP1 antagonist: -16; Pol eta inh: -14%; PGK inhibitor: 4%; Anesthetic bind: inconclusive; POLI inh: -9%; Pol kappa inh: -7%; POLB inh: 1%

What do the screens show for `O=c1cc(CSc2ncn[nH]2)[nH]c2ccc(F)cc12`?
BLM helicase inh: 23%; RXFP1 antagonist: -2; Pol eta inh: -6%; PGK inhibitor: inactive; Anesthetic bind: 3%; POLI inh: -1%; Pol kappa inh: 0%[60.1 µM]; POLB inh: 0%

What do the screens show for `CCOC(=O)c1cnc(SCC(C)C)nc1N`?
APE1 inh: 0%; BLM helicase inh: 3%; RXFP1 antagonist: -7; Pol eta inh: 1%; PGK inhibitor: -2%; Anesthetic bind: -16%; POLI inh: 15%; Pol kappa inh: -15%; POLB inh: 1%

How did Cc1ccc(OCC(=O)Nc2ccc(-c3nc4ncccc4o3)cc2)cc1 do in these assays?
APE1 inh: 23%; BLM helicase inh: 0%; RXFP1 antagonist: 3; Pol eta inh: inconclusive; PGK inhibitor: 0%; Anesthetic bind: 2%; POLI inh: 20%; Pol kappa inh: 3%; POLB inh: 0%

What do the screens show for `Cc1ccc(CCc2nnc(SCC(=O)Nc3cc(Cl)ccc3Cl)n2-c2ccccc2)o1`?
APE1 inh: -8%; BLM helicase inh: -11%; RXFP1 antagonist: -4; Pol eta inh: -21%; PGK inhibitor: -7%; Anesthetic bind: -5%; POLI inh: -18%; Pol kappa inh: -18%; POLB inh: -28%

Results for COc1cc(NC(=O)CN(C)S(=O)(=O)c2ccc3nc(C)sc3c2)cc(OC)c1 ?
APE1 inh: 6%; BLM helicase inh: -5%; RXFP1 antagonist: 3; Pol eta inh: -21%; PGK inhibitor: -10%; Anesthetic bind: -11%; POLI inh: 49%[activator]; Pol kappa inh: -1%; POLB inh: -1%

What do the screens show for `COc1ccccc1CC(=O)N1CCCc2cc(C)ccc21`?
APE1 inh: 3%; BLM helicase inh: 6%; RXFP1 antagonist: 2; Pol eta inh: -4%; PGK inhibitor: inactive; Anesthetic bind: -18%; POLI inh: -5%; Pol kappa inh: -1%; POLB inh: -4%

How did Cc1oc(-c2ccc(Cl)cc2)nc1CSCC(=O)NCCCN1CCOCC1 do in these assays?
APE1 inh: 1%; BLM helicase inh: 2%; RXFP1 antagonist: -29; Pol eta inh: -10%; PGK inhibitor: -5%; Anesthetic bind: -7%; POLI inh: -9%; Pol kappa inh: 7%; POLB inh: 5%

Results for Cc1cccc(-n2ncc(C(=O)N3CCc4ccccc4C3)c2C2CCN(C(=O)OC(C)(C)C)CC2)c1 ?
BLM helicase inh: -1%; RXFP1 antagonist: -6; Pol eta inh: -15%; PGK inhibitor: -4%; Anesthetic bind: 40%[activator]; POLI inh: 9%; Pol kappa inh: -13%; POLB inh: -14%

What do the screens show for `O=C(Cn1cc2c(n1)CCCCC2)NCc1ccccc1`?
APE1 inh: -3%; BLM helicase inh: -4%; RXFP1 antagonist: -1; Pol eta inh: -3%; PGK inhibitor: inactive; Anesthetic bind: -11%; POLI inh: -14%; Pol kappa inh: 2%; POLB inh: 4%

How did Cc1ccnc(NC2(C(F)(F)F)N=C3SCCN3C2=O)c1 (stereo not drawn) do in these assays?
APE1 inh: -8%; BLM helicase inh: 0%; RXFP1 antagonist: -26; Pol eta inh: -22%; PGK inhibitor: 0%; Anesthetic bind: -2%; POLI inh: 75%[activator]; Pol kappa inh: 4%; POLB inh: -25%

How did COC(=O)C1CCN(CC(=O)Nc2ccc(OC)c(Cl)c2)CC1 do in these assays?
APE1 inh: 3%; BLM helicase inh: -1%; RXFP1 antagonist: 3; Pol eta inh: -3%; PGK inhibitor: 8%; Anesthetic bind: -8%; POLI inh: 14%; Pol kappa inh: -2%; POLB inh: 0%

What do the screens show for `CNC(=O)c1[nH]cnc1C(=O)Nc1ccccc1OC`?
APE1 inh: -2%; BLM helicase inh: 3%; RXFP1 antagonist: -9; Pol eta inh: 9%; PGK inhibitor: -5%; Anesthetic bind: 3%; POLI inh: 8%; Pol kappa inh: 10%; POLB inh: -10%

What do the screens show for `Cc1ccccc1C(=O)N1CCN(CCNC(=O)C(=O)Nc2ccc(Br)cc2)CC1`?
APE1 inh: 1%; BLM helicase inh: -5%; RXFP1 antagonist: -15; Pol eta inh: -6%; PGK inhibitor: -4%; Anesthetic bind: -15%; POLI inh: 5%; Pol kappa inh: -7%; POLB inh: 37%

How did Cc1nc2ccccc2n(CC(=O)Nc2cc(Cl)cc(Cl)c2)c1=O do in these assays?
APE1 inh: -2%; BLM helicase inh: -1%; RXFP1 antagonist: 4; Pol eta inh: -9%; PGK inhibitor: -3%; Anesthetic bind: -18%; POLI inh: -16%; Pol kappa inh: -10%; POLB inh: -27%

Results for CC1(C)c2cc(Cl)ccc2-n2c1cc(O)c(-c1ccccc1)c2=O ?
APE1 inh: -2%; BLM helicase inh: 1%; RXFP1 antagonist: -16; Pol eta inh: -20%; PGK inhibitor: inactive; Anesthetic bind: -5%; POLI inh: 42%[activator]; Pol kappa inh: -4%; POLB inh: 0%

Of the compounds above, five have an NH in an aromatic ring.
What do the screens show for `COc1cc2cc(C(=O)N/N=C/c3cccc(OC)c3OC)[nH]c2cc1OC`?
APE1 inh: -17%; BLM helicase inh: -14%; RXFP1 antagonist: 11; Pol eta inh: -15%; PGK inhibitor: -9%; Anesthetic bind: 8%; POLI inh: -19%; Pol kappa inh: -3%; POLB inh: inconclusive

What do the screens show for `CC(C)=CCN1CCN(Cc2c[nH]c3ccccc23)CC1CCO` (stereo not drawn)?
APE1 inh: 15%; BLM helicase inh: -1%; RXFP1 antagonist: 11; Pol eta inh: -15%; PGK inhibitor: -2%; Anesthetic bind: -8%; POLI inh: 178%[activator]; Pol kappa inh: -1%; POLB inh: 1%

How did Cc1[nH]c2c(C)cccc2c1CCNS(=O)(=O)c1cccc([N+](=O)[O-])c1 do in these assays?
APE1 inh: -5%; BLM helicase inh: -5%; RXFP1 antagonist: 8; Pol eta inh: -22%; PGK inhibitor: 9%; Anesthetic bind: -1%; POLI inh: 10%; Pol kappa inh: -9%; POLB inh: 28%

What do the screens show for `O=c1cc(CSc2ncn[nH]2)[nH]c2ccc(F)cc12`?
BLM helicase inh: 23%; RXFP1 antagonist: -2; Pol eta inh: -6%; PGK inhibitor: inactive; Anesthetic bind: 3%; POLI inh: -1%; Pol kappa inh: 0%[60.1 µM]; POLB inh: 0%

What do the screens show for `CNC(=O)c1[nH]cnc1C(=O)Nc1ccccc1OC`?
APE1 inh: -2%; BLM helicase inh: 3%; RXFP1 antagonist: -9; Pol eta inh: 9%; PGK inhibitor: -5%; Anesthetic bind: 3%; POLI inh: 8%; Pol kappa inh: 10%; POLB inh: -10%
